WT yeast gro inh: growth inhibition of WT strain, primary screen, mitochondrial fusion inhibitor project, WT and mutant strains, chemical genetic; mitochondrial fusion phenotypic screen; inhibition, % at 10 µM; 190,000 tested, 2.1% active; AID 1362, 2008; in the data active = inhibition above about 58%; tested in S. cerevisiae
Autophagy mod: autophagy modulators in MEF cells, primary screen, imaging, high-content, MEF GFP-LC3 | MEF GFP-LC3 puncta imaging; test concentration mostly 10 µM | 190,000 tested, 0.98% active | calls only at 10 µM (by protocol) | AID 463193, 2010;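 active = percentage of spot-positive cells more than 3 SD above its plate mean, without a fluorescence outlier flag or 80% toxicity; inconclusive = no clear call, values can overlap the other calls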;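 note: spot-positive cell cutoff set from DMSO-treated cells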
XIAP displacement: XIAP antagonists, biochemical, IAP family, fluorescence polarization (AID 1018); E3 ubiquitin-protein ligase XIAP (Homo sapiens); XIAP BIR domain, fluorescence polarization peptide displacement; higher % means a stronger effect; displacement, % at 20 µM; hits with a dose series show IC50 in µM; 200,000 tested, 0.007% active; in the data active = displacement above about 50%; note: a part of the inactive calls stands beside numbers as strong as those of hits
Dynein cargo inh: inhibitors of GR-EGFP nuclear translocation, primary screen, dynein cargo transport inhibitor project, imaging, high-content, 3617.4 mouse cells; test concentration mostly 20 µM; stimulated with dexamethasone, 1 µM; hits give low values; 220,000 tested, 0.47% active; z-score, hits read low;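 active = plate z-score of nuclear minus cytoplasmic receptor signal below a set negative limit, without overly bright fluorescence or cell loss, cut at about -3.5 in these data, passing the limit was not always enough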;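 note: z-score of nuclear minus cytoplasmic ring GR-EGFP intensity difference per well; some compounds called inactive have numbers as strong as hits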
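Medium: Induction medium lacking tetracycline, stripped serum | Probe or stimulus: 1.0 µM final dexamethasone stimulus | Schedule: 48 h induction, then 1 h compound, then 30 min agonist, 37 °C | Signal: Automated 10x imaging of fixed Hoechst-stained cells | Evaluation: Per-cell GR-EGFP intensity, nucleus versus surrounding cytoplasmic ring, well-averaged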
bCat nuc transl: modulators of beta-catenin nuclear translocation, primary screen, imaging, HeLa cells, immunofluorescence, high-content; 190,000 tested, 0.3% active; nuclear translocation activity, % at 5 µM; AID 1665, 2009;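 active = nuclear translocation activity above 50% at 5 µM, with a well cell count of 50 or more; inconclusive = wells under 50 cells across six images, flagged as toxic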;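 note: per-cell ratio of nuclear to cytoplasmic median beta-catenin stain intensity; plate controls were DMSO negative control for no effect and GSK-3 inhibitor IX positive control for full effect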
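Test system: human HeLa cell line; Doses: 5 µM primary, 0.02–20 µM confirmation; Incubation: 24 h compound exposure, 37°C; Detection: beta-catenin immunofluorescence imaging with DAPI; Read-out: beta-catenin nuclear/cytoplasmic ratio, % activation.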
Lipid droplet: inhibitors of hepatocyte lipid droplet formation, primary screen, imaging, high-throughput imaging, BODIPY stain; AML12 mouse hepatocytes, oleate lipid droplets; inhibition, % at 6.5 µM; 240,000 tested, 0.4% active; AID 1656, 2009;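 active = lipid droplet intensity inhibited by at least 50%, with more than 500 cells counted; inconclusive = wells with under 300 cells, treated as cytotoxic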
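Assay system: AML12 mouse liver cells | Compound: 6.5 µM single-point dosing | Schedule: Overnight exposure | Technique: Fluorescence imaging, 20x objective, two fields per well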
MT stabilize HCS: microtubule stabilizers in HeLa cells, primary screen, imaging, high-content imaging; AID 2205, 2009; HeLa tubulin immunostaining HCS, 24 h; share of cells brighter than vehicle mean+2SD; 200,000 tested, 0.83% active; % tubulin-high responders, % at 10 µM;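 active = plate Z-score above 3 for both tubulin-high and condensed-nucleus cell shares, with cell loss under 80%, at 10 µM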;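 note: anti alpha tubulin signal scored within the nucleus-defined area of each cell; some results filed as inactive read as strong as hits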
CSM14.1 death rescue: rescue of cells from ER stress-induced death, primary screen, 384-well, CSM14.1, thapsigargin, ATP luminescence (AID 1222) | CSM14.1 thapsigargin-induced death rescue, ATP luminescence; higher % means a stronger effect | cellular ATP content (survival), % at 20 µM; hits with a dose series show EC50 in µM | 190,000 tested, under 10 active;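 active = EC50 below 50 µM in the dose-response confirmation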;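 note: death triggered by thapsigargin at about 15 µM added after 2 h compound pretreatment; cell ATP read after overnight thapsigargin exposure of roughly 18 to 22 hours; normalized against plate controls of thapsigargin alone and 5% DMSO vehicle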
Insulin prom up: insulin promoter activators in MIN6 cells, imaging, high-content screening, mouse beta cells; MIN6 insulin promoter-GFP reporter; hits give high values; z-score at 5 µM; 190,000 tested, 0.3% active; AID 1625, 2009;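 active = z-score above 3 at 5 µM with at least 500 cells counted in the well; inconclusive = wells under 500 cells, flagged as cytotoxic or low count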
WT yeast gro inh mutant strain: also measured in WT yeast gro inh; calls as there; inhibition, %; mitochondrial fusion phenotypic screen, mutant strain inhibition
Dynein cargo inh cytoplasmic EGFP: second read-out of Dynein cargo inh, no call of its own (marks repeat the call); z-score; measured here: cytoplasmic GR-EGFP intensity; hits give high values
Dynein cargo inh nuclear GR-EGFP: recorded beside Dynein cargo inh, whose call it bears; z-score; measured here: nuclear GR-EGFP intensity;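 lower value marks the stronger effect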
Dynein cargo inh cell count: further read-out of Dynein cargo inh, marked with its call; z-score; measured here: cell count per field
Insulin prom up cell count: recorded beside Insulin prom up, whose call it bears; cell count; measured here: cytotoxicity, nuclei count;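 total cells summed across four imaged fields per well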
Lipid droplet cells 6.5 µM: second read-out of Lipid droplet, no call of its own (marks repeat the call); cell count; measured here: cell count, cytotoxicity flag;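 cells counted across two imaged fields per well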
bCat nuc transl cell count 5 µM: also measured in bCat nuc transl; calls as there; cell count; measured here: cell count, cytotoxicity flag
MT stabilize HCS Hoechst-high %: second read-out of MT stabilize HCS, no call of its own (marks repeat the call); % Hoechst-high responders; measured here: nuclear condensation Hoechst responders;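 share of cells brighter than vehicle mean plus two SD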
MT stabilize HCS cytotoxicity %: further read-out of MT stabilize HCS, marked with its call; toxicity, %; measured here: cytotoxicity by cell density;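 0% = mean cell density of plate MIN control wells and 100% = no cells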
Autophagy mod cell loss 18 h: second read-out of Autophagy mod, no call of its own (marks repeat the call); toxicity, %; measured here: cell loss, nuclei count;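 cell loss after 18 h compound exposure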
Active calls of the source: *; i = inactive; ? = inconclusive; / = no result given; + = active, no number. This is a random part of the collection; 4% or so of the library scored in one or more.

SMILES	WT yeast gro inh	WT yeast gro inh mutant strain	Autophagy mod	Autophagy mod cell loss 18 h	XIAP displacement	Dynein cargo inh	Dynein cargo inh cytoplasmic EGFP	Dynein cargo inh nuclear GR-EGFP	Dynein cargo inh cell count	bCat nuc transl	bCat nuc transl cell count 5 µM	Lipid droplet	Lipid droplet cells 6.5 µM	MT stabilize HCS	MT stabilize HCS Hoechst-high %	MT stabilize HCS cytotoxicity %	CSM14.1 death rescue	Insulin prom up	Insulin prom up cell count
O=C(OC(C(=O)Nc1cc(Cl)cc(Cl)c1)c1ccccc1)C1=COCCO1 (stereo not drawn)	58*	23*	i	15	-0.6%	0.072	-0.26	0.85	-0.11	/	/	-18	718	4.0	4.1	5.3	-2.5%	-0.34	1367
O=C(COC(=O)C1CC2C=CC1C2)Nc1cccc(S(=O)(=O)N2CCOCC2)c1 (stereo not drawn)	/	/	/	/	/	0.3	-0.19	0.17	0.35	-0.3	1292	1	693	/	/	/	/	1.9	1047
CCOC(=O)C1C(=O)C=C(c2cccs2)CC1c1ccccc1C (stereo not drawn)	26	-8	i	9	-18%	-1	-0.25	-0.71	0.23	-2.0	1150	-4	671	2.2	2.8	8.9	2.2%	-0.45	1406
Fc1cccc(Cc2noc(CN3CCCCC3CCc3ccccn3)n2)c1 (stereo not drawn)	10	3	i	17	-6.0%	-0.46	-0.2	0.021	-0.065	-1.2	980	-41	678	1.7	2.7	4.9	1.2%	0.21	1449
Cc1ccc(C(=O)N/N=C\c2ccccc2[N+](=O)[O-])cn1	4	1	i	2	/	-0.15	-0.28	0.039	0.83	-5.4	686	-17	790	2.2	1.7	5.9	-3.8%	/	/
COc1cc(NC(=O)c2cc(-n3cnnc3)ccc2Cl)cc(OC)c1	-5	0	i	1	-4.0%	1.8	-0.15	0.74	-0.97	-2.9	1078	12	765	3.7	1.6	5.8	0.4%	-0.32	1257
CN(C)Cc1c(O)ccc2occ(C(=O)c3ccccc3)c12	20	0	i	11	-3.8%	-0.71	-0.25	-0.39	-0.17	-1.5	1203	16	752	3.7	3.2	4.9	-1.1%	-0.99	1240
S=C1NCCNC(=S)NCCOCCOCCN1	-1	-1	i	-3	3.4%	-0.61	-0.035	-0.19	0.56	-1.7	946	22	774	1.7	1.7	5.2	0.4%	-0.55	1297
CCn1nc(C)cc1C(=O)N1CCc2c([nH]c3ccccc23)C1c1cc(F)ccc1F (stereo not drawn)	47	45	i	5	-15%	1.3	-0.014	0.98	-1.2	0.0	1133	4	659	3.2	3.5	1.9	-0.5%	-0.03	1369
COC(=O)c1ccc[n+](CC(=O)Nc2ccc(OC(F)F)cc2)c1	0	5	i	-1	-6.5%	-0.3	-0.29	-0.25	-0.71	0.9	1072	10	673	1.5	2.5	6.8	-0.9%	-0.23	1393
BrC(=C\c1ccccc1)/C=N/N1CCN(c2ccccc2)CC1	30	24	i	16	-1.7%	-0.56	-0.3	-0.27	0.64	-1.8	984	-10	611	6.8	2.5	3.2	-0.2%	-0.05	1589
Cc1[nH]c2ccccc2c1/C=N/Nc1ccc([N+](=O)[O-])cc1S(=O)(=O)Nc1ccc(Cl)cc1	50	31	+	-6.0*	-7.7%	-5.3	31	2.6	-0.41	7.5	1166	-7	727	2.8	1.5	5.8	4.0%	/	/
CC1=C(C(=O)Nc2ccccc2C)C2(CCCCC2)C(C(N)=O)C(=S)N1 (stereo not drawn)	1	9	i	-2	-5.5%	-0.28	-0.23	-0.36	1.1	0.8	877	-4	638	2.0	2.2	5.0	2.7%	/	/
CCOC(=O)c1cccc(NC(=O)C2(S(=O)(=O)c3ccc(Cl)cc3)CC2)c1	-10	-25	i	7	3.6%	0.27	-0.3	-0.21	0.26	-0.5	939	-1	624	5.7	2.6	0.6	-2.5%	-0.42	1426
CC#CC[N+](C)(C)CCCCCCCCCC	/	/	/	/	/	-1.3	-0.22	-0.08	0.79	1.5	1259	-8	699	/	/	/	/	?	/
CC1=C(C(=O)OCc2ccccc2)C(c2ccc(-c3ccccc3)cc2)NC(=O)N1CCCCCC(=O)O (stereo not drawn)	53	-18	i	-9	-13%	-0.046	-0.29	0.42	0.4	-1.9	499	6	720	3.1	3.2	8.2	-5.8%	2	1053
CC(C)c1ccc(C(=O)NCCCN(C)C)cc1	7	7	i	-29	-4.6%	2.4	-0.023	2.5	-1.3	-1.4	487	3	736	3.2	1.7	0.4	-0.1%	0.69	1397
COCCn1c(SCCCc2ccccc2)nc2c1c(=O)[nH]c(=O)n2C	37	-20	i	12	-9.2%	-0.57	-0.21	-0.089	0.24	-5.6	1208	/	/	6.1	3.6	10	-2.0%	-0.95	1020
COC(=O)c1ccccc1NC(=O)CSc1nnc(C(CO)NC(=O)c2ccccc2)n1C (stereo not drawn)	-11	-22	i	1	-2.2%	1.3	-0.3	0.94	0.44	1.1	1106	-11	747	1.7	0.3	18	3.2%	0.18	1049
N#C/C(=C\c1ccc(O)cc1)C(=O)N1CCCC1	/	/	/	/	/	0.22	-0.22	-0.091	-0.095	-1.7	1068	4	722	/	/	/	/	-0.05	1380
CCc1nnc(NC(=O)CSc2nnc(-c3ccccc3O)n2-c2ccc(C)cc2C)s1	25	20	i	45	-2.8%	0.42	-0.3	0.46	0.2	0.4	1176	-3	721	38*	42*	25*	1.6%	-0.22	1123
CCCc1cc(=O)[nH]c(SCC(=O)c2cc(C)n(C(C)COC)c2C)n1 (stereo not drawn)	-8	-10	i	7	/	3.2	-0.23	2.3	-1.4	/	/	/	/	3.1	1.7	5.0	/	/	/
CC1(c2nnc(-c3ccc(Cl)cc3)o2)CC(c2ccncc2)=NO1 (stereo not drawn)	/	/	/	/	/	1.9	-0.62	1.1	-1.3	-0.7	1288	3	680	/	/	/	/	0.37	756
COC(=O)c1c(C)[nH]c(C(=O)C(C)OC(=O)C2=NNC(=O)CC2)c1C (stereo not drawn)	/	/	/	/	/	-0.045	-0.84	-0.35	0.24	3.5	1018	-3	757	/	/	/	/	-0.35	1132
C=CCn1c(=O)[nH]c2cc(C(=O)N3CCN(c4cc(C)ccc4C)CC3)ccc2c1=O	11	20	i	-4	-3.1%	0.23	-0.34	0.54	-0.72	-11	1194	6	762	2.2	1.9	5.5	-0.9%	/	/

Following part
SMILES	WT yeast gro inh	WT yeast gro inh mutant strain	Autophagy mod	Autophagy mod cell loss 18 h	XIAP displacement	Dynein cargo inh	Dynein cargo inh cytoplasmic EGFP	Dynein cargo inh nuclear GR-EGFP	Dynein cargo inh cell count	bCat nuc transl	bCat nuc transl cell count 5 µM	Lipid droplet	Lipid droplet cells 6.5 µM	MT stabilize HCS	MT stabilize HCS Hoechst-high %	MT stabilize HCS cytotoxicity %	CSM14.1 death rescue	Insulin prom up	Insulin prom up cell count
Cc1ccc(C(=O)NC(=S)NNC(=O)COc2ccccc2C)cc1	33	7	i	-7	-7.4%	-0.61	-0.43	-0.0098	0.91	-1.2	1083	14	740	3.7	3.2	9.7	0.7%	0.66	1123
CC(=O)Nc1ccc2nc(-c3ccc(Br)o3)[nH]c2c1	2	5	i	0	-12%	0.32	-0.26	0.28	0.45	1.6	1022	-21	659	3.0	2.2	0.5	-1.9%	-1.9	578
O=C(Cn1cccc1C(=O)c1ccccc1)NCc1ccccn1	-19	10	i	9	-2.8%	0.062	-0.11	-0.012	-0.31	-0.8	1332	/	/	2.1	1.0	6.8	-0.5%	-0.21	1583
C/C(N)=C(/C#N)C(=O)COC(=O)[C@@H](NC(=O)c1ccccc1Cl)C(C)C	-22	-4	i	-3	-1.0%	-0.3	-0.16	-0.27	-0.12	-1.2	1095	4	672	1.9	1.4	5.8	-0.9%	-0.55	1408
COc1ccccc1N1CC(C(=O)OCC(=O)c2ccc(F)cc2)CC1=O (stereo not drawn)	6	20	i	-4	-7.0%	-0.84	-0.36	-0.17	0.88	-5.1	897	/	/	3.8	1.9	15	-0.7%	1.3	1179
CCOC(=O)c1c(C)[nH]c(C(C)=O)c1C	10	7	i	-5	-3.7%	0.94	-0.2	0.62	-0.61	2.1	850	/	/	10	6.0	18	-0.3%	-0.18	1151
CCC1(C)Cc2c(c(=O)n(-c3ccccc3)c3ncnc(N)c23)CO1 (stereo not drawn)	-12	1	i	-2	-2.7%	-0.01	-0.23	-0.2	-0.37	/	/	11	694	4.6	2.5	6.0	-1.1%	-0.22	1308
COc1ccc(NC(=S)N=Nc2c(O)[nH]c3ccccc23)cc1	/	/	/	/	/	-0.075	-0.22	0.4	0.22	0.1	1306	2	711	/	/	/	/	-0.51	1122
N#Cc1c(Nc2ccccc2Cl)s[nH]c1=O	/	/	/	/	/	-1.9	0.26	-0.74	-0.29	0.3	1319	-11	709	/	/	/	/	-0.09	1144

Source: PubChem
